# Compound activity as filed in PubChem BioAssay.
# PolyA inhibitor: polyadenylation inhibitors in yeast reporter cells, primary screen, luminescence, S. cerevisiae; S. cerevisiae SKY197-pL101 polyadenylation reporter, beta-gal luminescence; efflux-impaired pdr1/pdr3 knockout yeast; score 100 = 6 SD above DMSO; 300,000 tested, 0.02% active; calls only at 12 µM;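 active = lowest replicate activity score at least 50, where 100 means six control SD above control mean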;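 note: yeast exposed to compound for 9 h at 30 °C; higher score means more reporter readthrough which indicates perturbed polyadenylation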
# HSF1 activator: HSF-1 activators, primary screen, NIH3T3-HGL cells, MG132 stress, luminescence, single point | NIH3T3-HGL HSF-1 luciferase reporter, 8 h; 100% = twice DMSO control signal | AID 504408, 2011 | activation, % at 9 µM | 300,000 tested, 1.7% active;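 active = mean replicate activation of at least 50% with a set share of replicates each reaching 50%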;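 note: 0% = median of the neutral control wells and 100% = twice that signal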
# GSK3beta inhib: human GSK3beta kinase inhibitors, primary screen, biochemical, cell-free homogeneous, HTS; Glycogen synthase kinase-3 beta (Homo sapiens), P49841; AID 2097, 2009; activity score (negative = inhibition), % at 10 µM; 300,000 tested, 0.038% active; GST-GSK3beta kinase, ADP-Glo luminescence, 60 min; active compounds read low;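 active = more than half of replicate wells score below -50%, meaning over 50% inhibition versus plate controls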;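 note: 0% = median DMSO wells and -100% = median GW8510 positive control wells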
# Target sequence (P49841 whole entry, looked up): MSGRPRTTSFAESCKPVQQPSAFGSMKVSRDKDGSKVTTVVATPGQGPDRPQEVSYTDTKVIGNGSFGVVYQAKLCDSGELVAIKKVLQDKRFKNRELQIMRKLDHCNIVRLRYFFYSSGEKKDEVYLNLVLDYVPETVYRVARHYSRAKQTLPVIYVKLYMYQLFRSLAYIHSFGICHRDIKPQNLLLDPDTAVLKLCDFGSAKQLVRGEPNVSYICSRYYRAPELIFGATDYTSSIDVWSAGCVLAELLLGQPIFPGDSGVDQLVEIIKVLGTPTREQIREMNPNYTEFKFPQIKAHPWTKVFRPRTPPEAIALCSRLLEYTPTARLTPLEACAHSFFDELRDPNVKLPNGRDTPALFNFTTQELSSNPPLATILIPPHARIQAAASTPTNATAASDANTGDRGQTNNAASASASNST
#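 test system = GST-tagged human GSK3beta kinase, cell-free | reagent = 25 µM ATP with peptide substrate | dosing = one dose of 10 µM per compound | schedule = 60 min reaction, RT | detection = luminescent ADP-Glo measurement of ADP formed | control set = DMSO neutral wells and GW8510 at 20 µM as positive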
# AI-2 QS modul: Vibrio harveyi AI-2 quorum sensing modulators, primary screen, JMH597 strain, luminescence/OD600 ratio | Vibrio harveyi JMH597 AI-2 luminescence/OD600 ratio, 9 h; active compounds read low; strain lacks LuxN and CqsS sensors; 0 = neutral-control median | activity change, % at 7.5 µM | 300,000 tested, 0.4% active; in the data active = activity change below about -75%, passing the limit was not always enough;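 note: luminescence divided by OD600 gain over 9 h not by final OD600 alone; inactives centre near 13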
# HSF1 inhib: HSF1 inhibitors in luciferase reporter cells, primary screen, cell-based, NIH3T3, luminescence; 300,000 tested, 0.77% active; activity change, negative = inhibition, % at 7.5 µM (by protocol); NIH3T3-HGL HSE-luciferase, MG132-induced, luminescence 8 h; active compounds read low; AID 2098, 2009;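 active = more than half of replicate wells show activity change below -50%, luminescence cut by over half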;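 note: luciferase reports HSF-1 transcriptional activity via heat shock element; 0% = median of DMSO wells and -100% = zero luminescence signal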
# GSK3 alpha inh: blockers of GSK3A enzyme activity – biochemical, luminescence, cell-free homogeneous, HTS, primary screen; inhibition, % at 10 µM; GSK-3 alpha kinase, ADP-Glo luminescence, 60 min; Glycogen synthase kinase-3 alpha (Homo sapiens), P49840; 320,000 tested, 0.1% active;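 in the data active = inhibition above about 50%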;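 note: GST-tagged GSK-3 alpha with peptide substrate and 25 µM ATP; 0% = DMSO neutral wells and 100% = GW8510 positive control wells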
# Target sequence (P49840 whole entry, looked up): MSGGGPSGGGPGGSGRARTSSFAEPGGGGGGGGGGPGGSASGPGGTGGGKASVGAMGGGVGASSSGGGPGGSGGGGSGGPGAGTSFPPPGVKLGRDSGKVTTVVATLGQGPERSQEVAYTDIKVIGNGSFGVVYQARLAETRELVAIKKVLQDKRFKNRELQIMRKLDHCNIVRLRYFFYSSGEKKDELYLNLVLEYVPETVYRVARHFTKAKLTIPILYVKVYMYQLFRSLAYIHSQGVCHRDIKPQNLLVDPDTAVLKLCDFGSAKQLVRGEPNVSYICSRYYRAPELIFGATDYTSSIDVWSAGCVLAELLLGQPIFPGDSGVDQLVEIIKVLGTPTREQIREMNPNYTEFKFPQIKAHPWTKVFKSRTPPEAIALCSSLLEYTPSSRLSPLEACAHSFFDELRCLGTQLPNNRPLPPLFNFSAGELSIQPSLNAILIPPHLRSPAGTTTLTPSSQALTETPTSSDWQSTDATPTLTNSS
# IEC-6 tox: cytotoxicity in IEC-6 intestinal epithelial cells, primary screen, cytotoxicity control for KLF5 inhibitor project, cell-based, luminescence; IEC-6 cytotoxicity, luminescence viability; 290,000 tested, 0.78% active; inhibition, % at 5 µM; AID 1825, 2009; in the data active = inhibition above about 22%;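 note: 0% = plate median of test compound wells and 100% = cytotoxic reference compound wells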
# HSP90 inh: HSP90 inhibitors, primary screen, cell lysate, luminescence; Rabbit reticulocyte lysate, luciferase refolding luminescence, 3 h; inhibition, % at 5.6 µM; 290,000 tested, 0.91% active; AID 1789, 2009;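 active = inhibition above the screen-wide mean plus 3 SD, computed separately per campaign, cut at about 16% in these data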;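 note: 0% = DMSO wells and 100% = 60 µM geldanamycin wells; inhibitors lower the luminescence because luciferase stays unfolded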
# aSyn UTR inh: MLPCN primary screen, SNCA 5' untranslated region; alpha-synuclein 5'UTR reporter, inhibitor activity; inhibition, % (tested at 7.5 µM); 300,000 tested, 0.82% active; in the data active = inhibition above about 60%;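 note: H4 neuroglioblastoma cells stably carrying SNCA 5'UTR luciferase fusion; 0% = DMSO wells and 100% = positive control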
# KLF5 inh: KLF5 expression inhibitors, primary screen, DLD-1 cells, luminescence. 290,000 tested, 0.23% active. inhibition, % at 5 µM. DLD-1 KLF5 promoter-luciferase reporter. AID 1700, 2009;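 active = inhibition above a per-plate limit of that plate's mean compound inhibition plus 3 SD, cut at about 60% in these data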;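 note: 0% = DMSO wells and 100% = LY294002 at 200 µM; higher means less KLF5 promoter-driven luciferase light; inactives centre near -14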
# Numbers without * were called inactive; i = inactive; . = not tested or not shown. Some of the compounds tested (hit frequency here may not be typical).
# The opening 2 records, ahead of the listing:
SMILES,PolyA inhibitor,HSF1 activator,GSK3beta inhib,AI-2 QS modul,HSF1 inhib,GSK3 alpha inh,IEC-6 tox,HSP90 inh,aSyn UTR inh,KLF5 inh
O=C(Nc1c2c(nc3c1CCC3)CCCC2)c1ccccn1,i,-1,3,19,-11,1,-2,-4,-1,0
Cc1nc2c(C)cccn2c1C(=O)N/N=C/c1ccccc1[N+](=O)[O-],i,16,2,20,-2,-1,4,2,-23,-14

# The whole of this part, previewed entries included:
SMILES,PolyA inhibitor,HSF1 activator,GSK3beta inhib,AI-2 QS modul,HSF1 inhib,GSK3 alpha inh,IEC-6 tox,HSP90 inh,aSyn UTR inh,KLF5 inh
O=C(Nc1c2c(nc3c1CCC3)CCCC2)c1ccccn1,i,-1,3,19,-11,1,-2,-4,-1,0
Cc1nc2c(C)cccn2c1C(=O)N/N=C/c1ccccc1[N+](=O)[O-],i,16,2,20,-2,-1,4,2,-23,-14
COc1ccc(Cn2nnnc2C(C(C)C)N2CCN(c3ccccc3OC)CC2)cc1 (stereo unspecified),i,30,2,21,18,-1,-5,-2,21,-28
Cc1ccc(S(=O)(=O)c2ccc(-n3nc(C)cc3N)cc2)cc1,i,3,4,12,-2,-1,-3,0,-1,-34
Cc1ccc(S(=O)(=O)N2CCOC2CNC(=O)C(=O)NCC(C)C)cc1 (stereo unspecified),i,-2,1,-5,-5,3,4,0,-8,-23
COc1ccc(CCNC(=O)c2ccccc2)cc1,i,22,2,0,9,2,4,1,-64,-75
COc1ccc(CCNC(=O)C2Cc3ccccc3C(=O)O2)cc1 (stereo unspecified),i,4,.,.,-4,-2,-1,-3,20,-12
CC1=C(C(=O)N2CCOCC2)C(c2ccc(Cl)cc2)NC(=S)N1 (stereo unspecified),.,8,3,29,-2,0,2,-3,-2,15
Cc1cc(C)cc(C(=O)NC(CC(N)=O)c2ccc(N3CCN(C)CC3)c([N+](=O)[O-])c2)c1 (stereo unspecified),i,-41,-3,9,-25,3,-11,-3,-5,-5
C/C(CC(=O)N1CCCC1)=N\NC(=O)c1cc2ccccc2cc1O,i,14,-1,-2,7,-4,0,0,-18,-15
CCCC(C(=O)NC1CCCC1)N(CCN(CC)CC)C(=O)c1snc(C(N)=O)c1N (stereo unspecified),i,-5,-2,22,-1,0,3,4,-4,-5
CN(c1ccc(C(=O)Nc2ccccc2C(=O)N2CCOCC2)cc1)S(C)(=O)=O,i,-8,-21,14,-4,2,4,-1,-10,11
Cc1ccccc1C(=O)Nc1cccc(NC(=O)c2cccnc2)c1,i,33,-4,16,0,-1,4,1,8,-22
COc1cc(/C=N\NC(=O)c2c(C)nc3cc(C)ccn23)ccc1O,i,14,-3,12,3,1,4,7,15,3
CC(=O)NC(Cc1ccccc1C)C(=O)NC1CCN(C(=O)c2cccc(C)c2)CC1 (stereo unspecified),i,5,1,15,5,1,3,-1,1,-13
O=C(Nc1nnc(Cc2ccccc2)s1)c1ccco1,i,39,0,-68,8,-1,5,4,-95,-175
COc1cc(C2C(C#N)=C(N)N(Nc3ccccc3)C3=C2C(=O)CC(C)(C)C3)ccc1OCc1cccc(F)c1 (stereo unspecified),i,46,1,22,25,12,3,3,51,-2
Cc1ccc(NC(=O)c2cc3ccccc3o2)cc1,i,52*,-3,24,45,-1,8,0,-123,-148
CC(=O)c1cc(C#N)c(SCc2ccc([N+](=O)[O-])cc2)nc1C,i,8,0,-2,4,-2,2,4,2,-11
CCCC(=O)Nc1ccc(-c2nc3cc(C)c(C)cc3o2)c(O)c1,i,16,1,38,7,-2,2,1,-129,-71
Cc1ccc(OC(=O)c2oc3ccc(F)cc3c2C)c(C)c1,i,19,0,21,6,-4,6,-1,-112,-15
O=C(CNCC1CCCCC1)Nc1ccccc1N1CCCCC1,i,2,2,14,1,2,-3,-4,22,19
CCOC(=O)c1sc(=S)n(-c2ccccc2)c1NC(C)=O,i,-2,2,13,-6,0,-3,5,-6,-14
Cc1[nH]n(-c2nc(-c3ccccc3)cc(=O)[nH]2)c(=O)c1CCO,i,4,-1,14,3,0,-5,1,-15,-22
Cc1c(NC(=O)OCCSc2nc(N(C)C)nc(N(C)C)n2)sc(=S)n1C,i,3,5,14,-5,-1,0,6,7,0
O=C(NC1CCCC1)C1CC(=O)N(c2ccc(F)cc2)C1 (stereo unspecified),i,-16,5,4,-9,0,-4,1,8,-31
COc1ccc(S(=O)(=O)NCCCc2ccccc2)cc1,i,-30,-2,-14,-21,-2,.,.,-6,.
COc1ccccc1CNC(=O)C1CCN(C(=O)[C@@H]2Cc3ccccc3CN2)CC1,i,0,9,26,2,-5,-4,0,-21,-27
N#CCCN(C(=O)COC(=O)c1ccc(S(=O)(=O)Nc2ccccc2)cc1)c1ccccc1,i,8,0,19,1,-6,-9,-5,9,12
O=C(COC(=O)[C@H](Cc1ccccc1)N1C(=O)c2ccccc2C1=O)Nc1ccc2c(c1)OCO2,i,-54,2,31,-45,-1,-2,4,-5,-1
CCCCN(C)C(=O)c1cc2cc3ccc(OC)cc3nc2o1,i,18,-5,18,4,3,3,-1,-114,-107
CCOc1ccc(CN(C)CC(=O)Nc2cccc(S(=O)(=O)N(C)c3ccccc3)c2)cc1,i,0,4,33,13,-4,2,-1,-16,-15
Cc1cccc(Oc2cc(N)cc([N+](=O)[O-])c2)c1,i,7,4,-24,0,0,-2,-1,21,13
CCC(=O)Nc1ccc(-c2cc(-c3ccccc3)nc(-c3ccc(NC(=O)CC)cc3)n2)cc1,i,-27,-1,22,-18,0,-11,-2,2,10
CC(=O)Nc1c(C(=O)N2CCOCC2)cnn1-c1ccc(C)c(C)c1,i,2,0,13,2,-3,3,3,6,-8
CC/C(=N\NC(=O)CNC(=O)/C=C/c1ccc(OC)cc1)c1ccccc1,i,25,.,.,0,-3,-5,5,-1,-5
O=C(NCCc1c[nH]c2ccccc12)c1cc(Cl)c2c(c1)OCO2,i,48,-3,-37,24,-1,7,-7,-110,-80
CC(C)CN1CCN(Cc2ccc3ncccc3c2)CC1CCO (stereo unspecified),i,-12,-4,3,-5,-2,9,4,15,-9
NC(=O)c1c(NC(=O)c2cc3ccccc3o2)sc2c1CCC2,i,-10,-5,13,-6,-1,12,3,-31,-128
CCN1C(=O)c2cccc3c(S(=O)(=O)NC(Cc4c[nH]c5ccccc45)C(=O)O)ccc1c23 (stereo unspecified),i,7,2,-6,5,-4,0,2,10,1
CC(C)C12CN3CC(C(C)C)(CN(C1)C3c1ccc3c(c1)OCO3)C2=O (stereo unspecified),i,9,1,12,-6,-2,-1,4,-15,-7
COc1ccc(NC(=O)c2cc(S(=O)(=O)N3CCCCC3)c[nH]2)c(OC)c1,i,-1,5,-8,4,-2,0,-3,12,16
O=C(Nn1cnc2ccccc2c1=O)c1ccc([N+](=O)[O-])cc1Cl,i,2,5,7,-9,1,-8,0,-30,-2
O=C(C1CCN(S(=O)(=O)N2CCOCC2)CC1)N1CCN(Cc2ccccc2)CC1,i,-9,1,18,1,0,-7,-1,-10,-26
Cc1ccc(S(=O)(=O)N2CCOCC2)cc1C(=O)OCC(=O)Nc1ccc2c(c1)OCO2,i,-21,-9,5,0,0,3,4,-1,-22
Cn1cnc([N+](=O)[O-])c1N=C(N)N,i,-10,1,15,2,-1,-4,1,3,-22
Cc1ccc(NC(=O)CN2C(=O)S/C(=C\c3cccn3-c3cccc(C(=O)O)c3)C2=O)c(C)c1,i,6,1,26,3,2,0,4,-2,-14
CC(C)NC(=O)C(=O)Nc1cc2c3c(c1)CCC(=O)N3CCC2,i,-26,-2,31,-5,1,9,1,1,-10
CSCC(=O)Nc1cc(C)on1,i,-5,0,29,-4,-1,-3,-7,10,-16
Cc1ccc(C)c(NC(=O)CN(C)C(=O)c2ccc(Cl)nc2)c1,i,0,2,20,-3,0,6,-5,-4,7
CC1CCCCN1C(=O)C12CCC(C)(/C(=N/O)C1)C2(C)C (stereo unspecified),i,1,-1,18,-3,1,-6,0,4,-19
O=C(NC(=S)Nc1cccc(F)c1)c1cccc([N+](=O)[O-])c1,i,18,2,6,14,2,-1,-1,-109,-53
Cc1ccc2nc(C3CCN(C(=O)NCc4ccccc4)CC3)[nH]c2c1,i,14,1,3,10,-1,-1,-3,9,-51
Cc1ccc(NC(=O)N2CCC(c3nc4c(nnn4Cc4c(F)cccc4Cl)c(=O)[nH]3)CC2)cc1,i,-8,-8,17,-8,1,-4,3,38,-20
Cc1ccc2cc(CN(CCN(C)C)C(=S)Nc3ccccc3)c(=O)[nH]c2c1C,i,5,1,11,0,3,-2,-2,14,-15
COc1ccccc1CNC(c1ccccc1)c1ccccc1,i,28,1,7,8,0,-1,-2,5,-20
COC(=O)c1ccc(SCc2cnc(Cl)s2)cc1,i,9,0,-35,12,-1,0,1,-30,-18
COC(=O)C1=C(C)N(Cc2ccccc2)C(=NCC(C)C)N[C@H]1c1ccccc1,i,1,-3,13,7,1,-8,-1,-4,-9
C(#Cc1ccc(C#CCN2CCOCC2)cc1)CN1CCOCC1,i,6,3,33,9,-2,-2,4,-3,-17
CC1Cc2ccccc2N1C(=O)Cn1c(=O)oc2cc(S(=O)(=O)N3CCCCC3)ccc21 (stereo unspecified),i,10,-1,19,-3,0,-3,0,1,-34

# Continued (2 carried over from the part before).
SMILES,PolyA inhibitor,HSF1 activator,GSK3beta inhib,AI-2 QS modul,HSF1 inhib,GSK3 alpha inh,IEC-6 tox,HSP90 inh,aSyn UTR inh,KLF5 inh
C(#Cc1ccc(C#CCN2CCOCC2)cc1)CN1CCOCC1,i,6,3,33,9,-2,-2,4,-3,-17
CC1Cc2ccccc2N1C(=O)Cn1c(=O)oc2cc(S(=O)(=O)N3CCCCC3)ccc21 (stereo unspecified),i,10,-1,19,-3,0,-3,0,1,-34
O=C1CCC/C1=C/Nc1ccc2c(c1)OCO2,i,-3,4,13,-10,3,3,1,-38,-8
CCOC(=O)c1[nH]c(C)c(C(=O)N2CCN(c3cccc(Cl)c3)CC2)c1C,i,26,6,-2,5,0,-7,0,-6,-12
CC(C)CCNC(=O)CN(C(=O)CCC(=O)Nc1ccccn1)c1ccc(F)c(Cl)c1,i,-1,1,2,2,-2,-4,-3,-11,-9
COc1cc(C2=Nc3ccc(Br)cc3C(c3ccccc3)N2CC(=O)NN)cc(OC)c1OC (stereo unspecified),i,5,6,25,-3,-1,-2,6,-5,0
CCc1cc2c(nc1CC)CCN(CC/C(C)=N/O[C@@H](C)c1cc(-c3c(C)cc(C)cc3C)no1)C2,i,-15,-12,-1,-4,2,-2,4,-36,4
